ERp5 block: inhibitors of human ERp5. Q15084. 0.05% of 350,000 active. inhibition, % at 9.99 µM. ERp5 insulin aggregation, absorbance 650 nm, 90 min;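 active = mean replicate inhibition above about 25%, with every replicate also reaching it, limit read from the data, passing the limit was not always enough; inconclusive = only one of those two criteria met; inactive = neither criterion met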
Target sequence (Q15084 whole entry, looked up): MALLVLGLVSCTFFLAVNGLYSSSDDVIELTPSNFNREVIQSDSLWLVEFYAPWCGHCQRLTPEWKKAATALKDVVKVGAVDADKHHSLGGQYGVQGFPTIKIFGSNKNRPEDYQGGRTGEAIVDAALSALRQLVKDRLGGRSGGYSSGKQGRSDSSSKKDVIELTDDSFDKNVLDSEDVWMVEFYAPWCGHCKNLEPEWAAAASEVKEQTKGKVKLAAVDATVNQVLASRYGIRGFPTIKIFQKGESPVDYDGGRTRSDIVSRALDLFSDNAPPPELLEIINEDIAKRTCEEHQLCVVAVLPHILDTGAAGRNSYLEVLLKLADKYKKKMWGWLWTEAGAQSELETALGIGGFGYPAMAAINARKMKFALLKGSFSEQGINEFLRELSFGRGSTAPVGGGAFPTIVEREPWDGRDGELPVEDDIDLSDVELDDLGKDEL
PAX8 inh HTS: PAX8 transcriptional activity inhibition | RMG-I TPO-luciferase reporter, SteadyGlo, 24 h | inhibition, % at 12.6 µM | 1.2% of 360,000 active | AID 652154;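 active = mean replicate inhibition at least 60% with every replicate also reaching 60%; inconclusive = only one of the two criteria is met; inactive = mean below 60% and not all replicates reaching 60%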;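 also: luciferase light reporting Pax8 driven TPO promoter activity; plate controls were median of neutral control wells for no effect and mitoxantrone controls for full effect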
INS-1E GSIS act: GLuc luminescence reporter in INS-1E cells, primary screen for activators of glucose-dependent secretion of insulin | AID 743287 | 0.61% of 370,000 active | activation, % at 16.6 µM | INS-1E GLuc reporter insulin secretion, 2-3 h;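 active = lowest replicate activation of at least 40%, so every replicate reaches that level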;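 also: 0% = median of neutral control wells and 100% = median of IBMX positive control wells; some compounds called inactive have numbers as strong as hits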
DENV2 CPE rescue: inhibitors of DENV2 cytopathic effect | DENV2-infected cells, cytopathic effect rescue, plate reader | CPE inhibition, % at 9.99 µM | 1.7% of 350,000 active | AID 651640; in the data active = CPE inhibition above about 20%, passing the limit was not always enough; inconclusive = no clear call, values can overlap the other calls; tested in BHK-21 cells;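 also: 0% = median of neutral control wells and 100% = median of positive control wells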
EWS-Fli inh: EWS/Fli transcriptional activity inhibition; A673 NR0B1-luciferase reporter, viability-normalised; inhibition, % at 12.6 µM; 0.67% of 350,000 active; AID 651661;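 active = mean inhibition of at least 50% after viability correction, with every replicate also passing that limit; inconclusive = mean reaches 50% but only one of two replicates passes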;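 also: firefly luciferase signal divided by Alamar Blue viability fluorescence both relative to DMSO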
ARNT-TACC3 inh: disrupts binding between human ARNT and TACC3. Q9Y6A5. inhibition, % at 9.99 µM. AlphaScreen His-ARNT PAS-B/GST-TACC3 binding, luminescence; TACC3 fragment carries E629A point mutation. 0.66% of 390,000 active;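 active = mean inhibition of replicates at least 50% and at least half of replicates each reaching 50%; inconclusive = half or more replicates reach 50% but mean below 50%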;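 also: 0% = complete ARNT plus TACC3 wells and 100% = ARNT alone without TACC3; many hits fall short of the cut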
CFTR F508del cor: CFTR F508del correction in bronchial cells | CFBE cells, YFP halide quenching; stimulated with forskolin plus potentiator P3; % fluorescence drop versus neutral controls | activity (quench increase), % at 7.58 µM | 0.36% of 350,000 active | AID 720511;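 active = mean added fluorescence quench of at least 8% versus neutral control, with both replicates also reaching 8%; inconclusive = only one of the mean or replicate conditions met; inactive = mean below 8% and not both replicates reaching 8%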;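 also: cells transiently co-express mutant CFTR-F508del with the halide-sensitive YFP; corrector assay measuring rescue of mutant channel to the surface after 24 h compound exposure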
XiGFP reactiv: activators of X-chromosome reactivation in mouse fibroblasts; XiGFP mouse fibroblasts, % GFP-positive cells imaging, 3 d; cells co-treated with 5-aza-dC sensitizer; scaled so ellipticine positive control = 100%; activation, % at 7.58 µM; 0.055% of 360,000 active;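 active = mean normalized replicate activation at least 10% and every replicate at or above 10%; inconclusive = only one of the two criteria met; inactive = mean below 10% and not all replicates reach 10%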;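 also: 0% = median of on-plate neutral control wells and 100% = ellipticine 6 µM median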
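Assay system: SV40-immortalized XiGFP fibroblast cells, line 68-5-11; buffer or medium: DMEM plus 5-aza-dC sensitizer; compound: one concentration, pinned; timing: compounds 3 days, fix/stain 15 min at room temperature; benchmarks: positive control ellipticine, 6 µM final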
The depositor's hits bear a star; ? = inconclusive; nt = no result given.

SMILES | ERp5 block | PAX8 inh HTS | INS-1E GSIS act | DENV2 CPE rescue | EWS-Fli inh | ARNT-TACC3 inh | CFTR F508del cor | XiGFP reactiv
COc1ccc(NC(=O)N(C)C[C@@H]2Oc3c(NC(=O)Nc4ccc5c(c4)OCO5)cccc3C(=O)N([C@@H](C)CO)C[C@H]2C)cc1 | 18 | nt | -2 | 3 | -8 | -4 | -0.8 | 0.1
COCCN(CCOC)Cc1cc(=O)oc2cc(OC)c(Cl)cc12 | 1 | -6 | 8 | 4 | 4 | nt | -0.9 | 0.2
COc1ccc(CNc2nc(-c3ccccc3)nn2C(=O)c2ccc([N+](=O)[O-])cc2)cc1 | nt | -57 | -23 | nt | nt | -18 | nt | 0.7
COc1ccc(N2C(=O)C3CCCCC3C2=O)cc1NC(=O)c1ccccc1 (configuration not stated) | -3 | 33 | -10 | 0 | 6 | -6 | 0.0 | 0.0
CCO[C@@H]1OC(C(=O)O)=C[C@H](c2ccccc2)[C@H]1CCCO | -3 | 10 | -1 | 9 | -6 | -4 | 0.2 | 0.0
CN(Cc1cnccn1)Cc1nc(Cc2cccc(F)c2)no1 | -5 | 2 | -3 | 14 | 4 | 3 | -0.3 | 0.0
COCC(=O)N(C)C[C@@H]1Oc2cc(-c3ccc(C#N)cc3)ccc2S(=O)(=O)N([C@H](C)CO)C[C@@H]1C | 2 | -17 | 13 | -2 | -1 | -8 | 0.1 | -0.8
COC(=O)c1cn(NC(=O)Cc2ccc(Cl)c(Cl)c2)c(=O)c2ccccc12 | nt | -13 | -22 | nt | nt | -6 | nt | -0.1
COc1ccccc1CNC(=O)C[C@@H]1CC[C@@H]2[C@@H](COc3ccc(NS(=O)(=O)c4ccc(C)cc4)cc3C(=O)N2C)O1 | -1 | -10 | -8 | 1 | -1 | -2 | 0.3 | 0.2
CCn1cc(C(=O)NC(C)CCc2ccccc2)c(=O)c2cc(S(=O)(=O)N(C)C)ccc21 (configuration not stated) | 2 | 17 | -48 | 51* | 6 | 0 | -0.7 | 0.4
COc1ccc(NC(=O)N(C)C[C@H]2Oc3ccc(NC(=O)c4ccncc4)cc3C(=O)N([C@H](C)CO)C[C@H]2C)cc1 | 3 | 4 | 3 | -2 | -11 | -19 | -0.9 | 0.4
C[C@@H]1CN([C@@H](C)CO)C(=O)c2cc(C#CC3CCCC3)cnc2O[C@@H]1CN(C)C(=O)C1CC1 | -1 | nt | -10 | -3 | 16 | nt | 2.9 | 1.2
CCO[C@H]1OC(C(=O)NC2CC2)=C[C@@H](c2c[nH]c3ccccc23)[C@@H]1CCCO | 1 | -9 | -17 | -2 | 3 | -14 | 2.4 | -0.4
Cc1ccc(C(=O)Cc2ccccc2)o1 | -3 | 2 | -4 | nt | -5 | 2 | 0.2 | 0.0
COc1ccc(C23NCCN2C(=O)c2ccccc23)cc1 (configuration not stated) | -1 | 13 | 23 | 4 | -4 | 4 | -0.2 | 0.2
C=C(C)C(O)CC/C(C)=C/Cc1c(O)ccc(C(=O)/C=C/c2ccc(O)cc2)c1O (configuration not stated) | 3 | nt | nt | -1 | 29 | nt | -6.7 | nt
C[C@H]1CN([C@@H](C)CO)C(=O)c2cccc(NC(=O)c3nc4ccccc4s3)c2O[C@H]1CN(C)C(=O)Nc1ccccc1 | -4 | 1 | -19 | -4 | -18 | 11 | 1.0 | 0.3
C=CCn1c(SCC(=O)N2CCN(C(=O)OCC)CC2)nc2c([nH]c3ccccc32)c1=O | 11 | 29 | 43* | 19 | 21 | nt | 1.5 | 0.1
CC(C)(C)C(=O)Nc1cc(S(=O)(=O)Nc2ccc(Cl)cc2)ccc1O | 1 | 20 | -30 | -2 | -8 | 2 | 0.8 | 0.0
Nc1ccc(S(=O)(=O)Nc2nc(-c3ccccc3)cc(-c3ccccc3O)n2)cc1 | 5 | -23 | nt | 1 | -6 | nt | 1.3 | 0.1
Cc1noc(C)c1NC(=O)Nc1ccc2c(c1)CC(=O)N([C@H](C)CO)C[C@@H](C)[C@@H](CN(C)C)O2 | 5 | -21 | 12 | -9 | 10 | -3 | -0.9 | -1.5
CC(C)(C)CC(C)(C)NC(=O)Nc1cccc([N+](=O)[O-])c1 | 3 | 7 | -41 | 1 | 4 | 9 | -1.5 | 0.0
CCc1ccc(Nc2nc(N)nc(CSc3nc4ccccc4s3)n2)cc1 | nt | -6 | 12 | nt | nt | -18 | nt | 0.1
O=C(NCCc1c[nH]c2ccccc12)C(=O)NCC1OCCN1S(=O)(=O)c1ccc(Cl)cc1 (configuration not stated) | -1 | 8 | nt | 6 | 37 | 7 | 2.7 | -0.1
O=C(NCc1cccs1)c1ccc(Cl)c(S(=O)(=O)N2CCCC2)c1 | 3 | -19 | -26 | 6 | 7 | -4 | -1.9 | -0.1
C[C@H]1CN([C@@H](C)CO)C(=O)c2cccc(NC(=O)c3cnccn3)c2O[C@H]1CN(C)S(=O)(=O)c1cn(C)cn1 | 0 | nt | 2 | 13 | 0 | -9 | -1.5 | 0.1
COc1ccc(S(=O)(=O)N2CCCCC2)cc1NC(=O)c1cccnc1SC | -2 | 13 | 9 | 1 | 0 | -2 | 2.7 | 0.0
COc1cccc(C2c3cc4c(cc3OC(N3CCOCC3)C2C)OCO4)c1O (configuration not stated) | 0 | 20 | -8 | -3 | 28 | 4 | 2.7 | 0.1
COc1ccc(COC[C@@]23Oc4ccccc4[C@@H](NC(=O)N2C)[C@H]3COC(=O)c2ccc([N+](=O)[O-])cc2)cc1 | -2 | 52 | nt | 6 | -5 | 18 | 2.8 | nt
Cc1cccc(-c2nnn3c2nc(NCCc2ccc(S(N)(=O)=O)cc2)c2ccccc23)c1 | nt | 28 | 5 | nt | nt | -12 | nt | 0.1
COc1ccc(CN2CCC(N3CCC(C(=O)N4CCOCC4)CC3)CC2)c(F)c1 | 3 | 13 | 1 | -4 | 5 | -7 | -1.7 | 0.4
CO[C@H]1CN(C)C(=O)c2cc(NS(C)(=O)=O)ccc2OC[C@@H](C)N(C(=O)C2CCOCC2)C[C@@H]1C | 1 | nt | 7 | 9 | 3 | 2 | -2.6 | 0.9
O=C(NCc1cccc(F)c1F)C1CCC(=O)N(C2CC2)C1 (configuration not stated) | 0 | 3 | 2 | -6 | nt | -4 | 0.0 | 0.0
C[C@H]1CN([C@@H](C)CO)C(=O)c2cc(NS(C)(=O)=O)ccc2O[C@@H]1CN(C)CC1CCCCC1 | 3 | -6 | -5 | 3 | -1 | nt | -1.3 | 0.1
S=C(Nc1ccccc1)Nc1ccccc1Br | 6 | 0 | 4 | -7 | 0 | -4 | -0.9 | -0.1
CN(C)c1cc[n+](CC(=O)N2CCCc3ccccc32)cc1 | 2 | 5 | 2 | -2 | 9 | 0 | 1.5 | 0.0
Cc1nc(SCc2nc3ccccc3[nH]2)c2oc3cc(Br)ccc3c2n1 | 13 | 30 | nt | nt | -5 | 0 | 0.6 | 0.0
O=C(COC(=O)CCc1nc2ccccc2c(=O)[nH]1)Nc1ccc(OC(F)(F)F)cc1 | -4 | -1 | -3 | -4 | -1 | nt | -2.1 | 0.0
CC1CCN(Cc2nnnn2CCCC(=O)NCC(C)(C)N2CCOCC2)CC1 | 4 | -3 | 10 | -3 | nt | -2 | -1.2 | 0.0
Cc1cnc(C(=O)NCc2ccc(F)cc2)cn1 | 2 | 0 | 2 | ? | -4 | 2 | 0.6 | 0.3
COc1ccc2c3c(n(C)c2c1)[C@@H](CO)N(Cc1ccccc1)CC31CCN(C(=O)c2ccccc2F)CC1 | 1 | 2 | 7 | 12 | 33 | nt | 0.7 | 0.1
CCCN1C[C@@H](C)[C@@H](OC)CN(C)C(=O)c2ccc(NC(=O)C3CC3)cc2OC[C@@H]1C | 5 | 12 | 6 | 3 | -5 | -1 | 1.1 | -0.6
C[C@H]([C@@H](N)C(=O)N[C@@H](C(=O)O)[C@@H]1O[C@H](n2ccc(=O)[nH]c2=O)[C@@H](O)[C@H]1O)[C@@H](O)c1ccc(O)cn1 | 3 | -5 | 5 | -3 | -9 | 3 | 0.9 | -0.1
C[C@H]1CN([C@@H](C)CO)C(=O)Cc2cc(NC(=O)CCCCCC(=O)Nc3ccccc3N)ccc2O[C@H]1CN(C)S(=O)(=O)c1cn(C)cn1 | -6 | nt | 21 | -5 | -20 | -3 | -0.1 | 5.8
O=C(O)CC1S/C(=N\N=C2\C(=O)Nc3ccccc32)N(c2ccc(O)cc2)C1=O (configuration not stated) | 0 | 9 | 12 | -4 | 1 | 26 | 2.2 | 0.0
CCOC(=O)N1CCN(C(=O)CSc2ncnc3sccc23)CC1 | 0 | -13 | 0 | 5 | -3 | -1 | 0.6 | 0.0
CC#CC(=O)N1CCC(Oc2cccc(C(=O)NCc3ccccn3)c2)CC1 | -7 | 18 | -5 | 1 | 0 | 4 | -1.9 | 0.0
CCCN1[C@@H]2c3ccc(-c4ccc(F)cc4)c(=O)n3C[C@H]1[C@H](CO)[C@H]2C(=O)NCCOC | 2 | nt | 7 | 14 | -1 | -1 | nt | 0.7
COc1ccc(/C=C/C(=O)OCC(=O)NCC2CCCO2)cc1 (configuration not stated) | 3 | 24 | -3 | -12 | -1 | nt | -0.5 | 0.4
C#CCNC(=O)c1cc2sccc2n1C | 9 | 16 | 1 | -2 | 4 | -1 | -0.8 | -0.2
S=C(Nc1ccccc1)N1CCN(Cc2ccccc2)CC1 | 0 | 11 | -19 | -6 | -2 | -5 | 0.4 | 0.0
COC(=O)Cc1c(O)ccn(CCc2c[nH]c3ccc(OC)cc23)c1=O | 0 | 8 | -6 | 5 | -3 | -3 | -1.4 | 0.0
COc1ccc(CCNC(=O)C2CC(=O)N(C3CCCCC3)C2)cc1OC (configuration not stated) | 1 | -1 | 0 | 1 | 5 | -2 | -2.0 | 0.1
CC1=CC(=O)C=CC1=Nc1ccc(N(C)C)cc1 | -4 | 10 | 9 | ? | 5 | nt | -3.1 | -0.1
CCOc1ccc(C(=O)Nc2ccc(N3CCN(S(C)(=O)=O)CC3)cc2)cc1[N+](=O)[O-] | 2 | 0 | 12 | -3 | 12 | -4 | 1.5 | 0.0
O=C(C[C@H]1C=C[C@H](NC(=O)C2CC2)[C@@H](CO)O1)Nc1nccs1 | 3 | -5 | 1 | -8 | 0 | 5 | 2.4 | 0.1
CCC(c1nnnn1-c1c(C)cccc1C)N1CCCN(Cc2ccc(F)cc2)CC1 (configuration not stated) | 2 | -9 | -13 | 8 | -2 | nt | -0.8 | 0.3
C[C@@H]1CN([C@H](C)CO)C(=O)c2cc(-c3cccc(C(=O)N(C)C)c3)cnc2O[C@@H]1CN(C)C | -8 | nt | 3 | -2 | -3 | -12 | -1.0 | -0.7
Cn1c(=O)oc2cc(S(=O)(=O)Nc3ccc(O)cc3)ccc21 | 0 | -7 | -7 | 8 | 3 | -4 | -0.9 | 0.3
COc1ccc(-c2ccc3c(n2)CCCN3S(=O)(=O)c2ccc(C#N)cc2)cc1 | -4 | -19 | nt | ? | -6 | nt | -1.0 | 0.1

Compounds as they come (roughly 4.2% active in at least one column).
